UBC13 inh: inhibitors of human UBC13 polyubiquitin chain formation; TR-FRET; P61088; 330,000 tested, 0.47% active; inhibition, % at 20 µM; AID 485273; in the data active means inhibition above about 45%, passing the limit was not always enough
Target sequence (P61088 whole entry, looked up): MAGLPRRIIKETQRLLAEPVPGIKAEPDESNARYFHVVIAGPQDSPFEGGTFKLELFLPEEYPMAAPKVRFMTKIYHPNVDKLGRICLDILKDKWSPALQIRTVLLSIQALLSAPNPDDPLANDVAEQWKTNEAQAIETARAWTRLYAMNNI
Gli-Sufu antag: blocks Gli-Sufu signaling in a luciferase reporter; Sufu-KO-LIGHT fibroblasts, Gli luciferase reporter luminescence; inhibition, % at 5 µM; 340,000 tested, 0.74% active; AID 588413;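 active means inhibition above about 55%, limit read from the data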;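 further: 0% = DMSO-treated cells and 100% = wells with medium but no cells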
EBI2 block: antagonists of human EBI2 receptor. P32249. EBI2 beta-arrestin recruitment, luminescence, 7a,25-OHC stimulated. inhibition, % at 5 µM. 360,000 tested, 0.81% active. AID 651636; in the data active means inhibition above about 38%;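 further: enzyme fragment complementation signal reports receptor beta-arrestin coupling in cells; 0% = agonist plus DMSO wells and 100% = wells without agonist; some results beyond the cut were filed as inactive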
ATG4B inh: ATG4B (human) cysteine protease inhibition | ATG4B cleavage of LC3-PLA2, NBD-HPC fluorescence, 1 h | 340,000 tested, 0.51% active | AID 504462 | Q9Y4P1 | inhibition, % at 8.33 µM; in the data active means inhibition above about 40%
Target sequence (Q9Y4P1 whole entry, looked up): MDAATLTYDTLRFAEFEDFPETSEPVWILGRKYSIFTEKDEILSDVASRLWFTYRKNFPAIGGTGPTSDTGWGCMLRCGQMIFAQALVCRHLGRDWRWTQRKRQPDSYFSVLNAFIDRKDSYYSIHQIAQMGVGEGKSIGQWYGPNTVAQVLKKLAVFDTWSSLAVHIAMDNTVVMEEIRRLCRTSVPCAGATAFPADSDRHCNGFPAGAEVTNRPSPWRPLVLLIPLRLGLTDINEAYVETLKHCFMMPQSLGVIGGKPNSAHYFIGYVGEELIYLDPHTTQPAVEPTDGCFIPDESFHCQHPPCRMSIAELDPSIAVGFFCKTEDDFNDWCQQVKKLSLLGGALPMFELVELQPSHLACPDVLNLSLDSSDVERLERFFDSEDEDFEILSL
APJ ag: activates the human apelin receptor APJ; P35414; CHO-K1 APJ PathHunter beta-arrestin, luminescence; 0% DMSO wells, 100% apelin; activation, % at 20 µM; 330,000 tested, 0.11% active; AID 2520;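 active means activation more than six SD over the plate average, tested at 20 µM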;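 further: 0% = DMSO alone and 100% = apelin-13 at 10 nM; some results filed as inactive read as strong as hits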
Target sequence (P35414 whole entry, looked up): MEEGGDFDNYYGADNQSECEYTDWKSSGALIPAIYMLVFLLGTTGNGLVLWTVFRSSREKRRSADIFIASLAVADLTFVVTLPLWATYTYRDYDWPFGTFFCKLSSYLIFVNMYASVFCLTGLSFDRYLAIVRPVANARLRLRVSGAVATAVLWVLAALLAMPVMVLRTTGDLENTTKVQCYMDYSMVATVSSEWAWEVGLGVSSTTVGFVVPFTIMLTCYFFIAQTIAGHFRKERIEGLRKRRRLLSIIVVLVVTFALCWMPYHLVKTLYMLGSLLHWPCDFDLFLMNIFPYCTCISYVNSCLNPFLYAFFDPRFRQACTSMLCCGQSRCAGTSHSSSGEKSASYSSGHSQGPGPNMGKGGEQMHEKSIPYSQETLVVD
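Assay system: CHO-K1 APJ beta-arrestin complementation cell line / Compound: single test compound dose, 20 µM final, 1% DMSO / Times: overnight seeding, 90 min compound at 25 °C, 1 h detection / Technique: beta-gal luminescence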
APJ antagonist: APJ receptor antagonism; P35414; CHO-K1 APJ beta-arrestin complementation, luminescence; inhibition, % at 20 µM; 330,000 tested, 0.32% active;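 active means inhibition above about 40% at 20 µM, limit read from the data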;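 further: cells challenged with 10 nM apelin-13 agonist together with compound; plate controls were apelin-13 plus DMSO wells for no effect and DMSO wells lacking apelin-13 for full effect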
CCR6 antag: blocks CCL20-driven beta-arrestin recruitment at human CCR6. CHO-K1 CCR6 PathHunter beta-arrestin, luminescence, CCL20-stimulated. inhibition, % at 20 µM. 340,000 tested, 0.49% active;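 active means compounds whose inhibition of the agonist-driven luminescence signal at 20 µM reaches about 50%, limit read from the data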;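 further: cells stimulated with CCL20 at 14 nM final; plate controls were DMSO with CCL20 for no effect and DMSO without agonist for full effect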
CXCR6 block: inhibitors of human CXCR6 receptor. CHO-K1 PathHunter CXCR6 beta-arrestin, luminescence. inhibition, % at 20 µM. 360,000 tested, 0.36% active; in the data active means inhibition above about 34%, passing the limit was not always enough;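 further: antagonist mode with CXCL16 agonist at 10 nM final; 0% = 10 nM CXCL16 with DMSO and 100% = unstimulated wells without agonist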
* marks the source's active call; other numbers are inactive results; / = no result given.

smiles	Gli-Sufu antag	UBC13 inh	APJ antagonist	EBI2 block	CXCR6 block	ATG4B inh	APJ ag	CCR6 antag
CC1C(=O)N2CCCc3cc(NC(=O)C(=O)NCc4ccccn4)cc1c32 (centres undefined)	-2	2	-47	10	2	-11	-4	-6
O=C(COC(=O)Cc1ccccc1F)Nc1ccccc1[N+](=O)[O-]	-12	2	-1	-4	-6	-2	-1	-10
Cc1[nH]c(=O)[nH]c(=O)c1S(=O)(=O)Nc1cccc([N+](=O)[O-])c1C	3	-4	12	0	10	4	-3	10
Cc1cc(-c2n[nH]c(=S)n2/N=C/c2ccccc2[N+](=O)[O-])n[nH]1	6	8	-26	-22	-6	-8	3	-23
CCN1CCN(c2cc(C)c3cc(NC(=O)c4cccnc4Cl)ccc3n2)CC1	9	-1	0	-7	5	-20	-3	16
Cc1cccc(OCC(O)CN2CCN(C3CCCCC3)CC2)c1 (centres undefined)	5	3	-17	1	16	-6	0	20
Nc1ncc(CCN2CCOCC2)c(-c2ccc(F)cc2)n1	-14	1	-16	-6	-1	0	-4	6
Cc1cccc(OCCOC(=O)c2c(-c3ccccc3)noc2C)c1	-17	-1	23	0	0	2	-1	15
COc1ccc(C(=O)Cn2c(C(=O)/C=C/c3ccccc3)nc3ccccc32)cc1	13	0	3	53*	23	3	-3	30
O=C(N/N=C/c1cccc(F)c1)c1c(O)c2ccccc2[nH]c1=O	-43	/	/	-9	-17	1	/	10
Cc1ccccc1NC(=O)C(=O)c1cn(C)c2ccccc12	-33	1	-41	7	-2	-3	1	13
COc1ccccc1N1CCN(Cc2cc3c(cc2Br)OCCO3)CC1	7	1	-2	7	-15	10	-4	5
COc1ccccc1N1C(=O)c2cccc3c(N(C)CCO)ccc(c23)C1=O	-6	-106	5	-1	-5	-6	1	9
Cc1ccc(OC(=O)CCC(=O)N2CCc3ccccc32)cc1	-7	2	-1	-5	5	1	2	8
COc1ccc(S(=O)(=O)NCC(=O)N(CC(=O)NCc2ccco2)Cc2ccccc2)cc1	-5	2	-12	6	-8	-5	-2	16
Cc1cc(=O)n(C)c(=O)n1CCCCCOc1cccc([N+](=O)[O-])c1	8	4	-1	-2	-1	-17	1	6
Cc1ccc(CSc2ccc(C(=O)N3CCOCC3)cc2[N+](=O)[O-])cc1	-13	12	5	-4	7	-10	-1	2
CN1CCN(CC(O)COc2ccc(C(=O)O)cc2)CC1 (centres undefined)	-5	7	2	-1	1	4	-3	0
Cc1cc(C)c(C)c(Oc2ncnc(N)c2[N+](=O)[O-])c1	-3	-10	0	1	2	27	-1	0
CCC1CN(C(=O)NCc2ccc(C)cc2)c2cc(Cl)ccc2O1 (centres undefined)	-1	-6	-6	-3	-2	1	-1	4
CC(=O)c1cccc(S(=O)(=O)N2CCN(c3nc4cc(C)cc(C)c4cc3C#N)CC2)c1	13	40	3	10	-2	-12	-4	3
CN(c1ccccc1)S(=O)(=O)c1cccc(C(=O)NC2CC(C)(C)NC(C)(C)C2)c1	27	3	-7	-9	7	-2	2	9
CC(=O)Nc1ccc(NC2=C/C(=N/S(=O)(=O)c3cccs3)c3ccccc3C2=O)cc1	-11	-79	-89	16	13	-2	5	29
OC(CCc1ccncc1)COc1ccccc1 (centres undefined)	-9	5	13	3	-5	-16	-6	-12
Cn1cc(C=C2C(=O)CC(C)(C)CC2=O)c2ccccc21	6	-30	2	0	-6	6	-2	4
CCCN=C1CC(C)(C)CC(=O)/C1=C(/O)CCCN1C(=O)c2ccccc2C1=O	-11	1	4	1	2	-28	1	3
COc1ccc(C2=Nn3c(nnc3-c3ccccc3C(F)(F)F)SC2)cc1OC1CCOC1 (centres undefined)	12	7	-7	13	6	-4	2	11
CCn1c(=O)c2c3c(sc2n(C)c1=O)CCC3	1	11	-27	1	-7	7	-5	-14
CCCC(=O)c1c(C)c2ccccc2n1C	-4	7	-6	4	0	-9	-12	2
Cc1cc(C)nc(CCNC(=O)C2CCC(=O)N(Cc3ccccc3F)C2)n1 (centres undefined)	3	2	13	-12	8	24	-1	1

Filtered by structure: those above with fluorine (five)
smiles	Gli-Sufu antag	UBC13 inh	APJ antagonist	EBI2 block	CXCR6 block	ATG4B inh	APJ ag	CCR6 antag
O=C(COC(=O)Cc1ccccc1F)Nc1ccccc1[N+](=O)[O-]	-12	2	-1	-4	-6	-2	-1	-10
Nc1ncc(CCN2CCOCC2)c(-c2ccc(F)cc2)n1	-14	1	-16	-6	-1	0	-4	6
O=C(N/N=C/c1cccc(F)c1)c1c(O)c2ccccc2[nH]c1=O	-43	/	/	-9	-17	1	/	10
COc1ccc(C2=Nn3c(nnc3-c3ccccc3C(F)(F)F)SC2)cc1OC1CCOC1 (centres undefined)	12	7	-7	13	6	-4	2	11
Cc1cc(C)nc(CCNC(=O)C2CCC(=O)N(Cc3ccccc3F)C2)n1 (centres undefined)	3	2	13	-12	8	24	-1	1

New compounds follow:
smiles	Gli-Sufu antag	UBC13 inh	APJ antagonist	EBI2 block	CXCR6 block	ATG4B inh	APJ ag	CCR6 antag
O=C1CC(c2ccccc2)c2cc(O)ccc2O1 (centres undefined)	10	-2	-12	13	11	-1	1	1
C/C(=N/NC(N)=S)c1cc2ccc(O)cc2oc1=O	-1	-73	3	4	-6	-8	-4	40
O=C(NCc1cccs1)c1ccccc1[N+](=O)[O-]	-2	8	8	3	2	-4	-3	15
COCCN(CC(=O)Nc1cccc(C)c1C)C(=O)C1(c2ccc(Cl)cc2)CCC1	-26	-10	7	0	6	-30	-3	12
COc1ccccc1[C@H]1C(c2ccc(F)cc2)=NN(c2ccccc2)[C@@H]1CO	0	/	/	17	-8	6	/	4
CS/C(N)=N/S(=O)(=O)c1ccc(NC(C)=O)cc1	0	1	2	-3	-3	-1	-1	0
Cc1cc(=O)[nH]c(SCc2nc3ccc([N+](=O)[O-])cc3[nH]2)n1	-8	1	2	-7	2	-11	-4	13
CCOc1ccc(CN2CCN(C(=O)c3ccccc3)CC2)cc1	-24	2	-13	-4	-1	3	6	-5
CCCSCCCNC(=O)CC1Oc2ccccc2NC1=O (centres undefined)	2	-20	15	0	0	-5	2	-1
C=CCNC(=O)CN(Cc1ccccc1)S(=O)(=O)c1ccc(C)cc1	2	-10	5	-7	7	5	-1	7
CC(=O)Nc1ccc(C(=O)OCC(=O)Nc2ccc(N3CCOCC3)cc2)cc1	-3	8	12	-8	6	-13	-1	2
CCOC(=O)C1=C(CS(=O)(=O)c2ccc(C)c(C)c2)NC(=O)NC1c1ccc(O)cc1 (centres undefined)	-5	0	0	-5	-3	-9	-3	13
Cc1nnc(SCC2=C(C(=O)O)N3C(=O)C(NC(=O)Cn4nc(C(F)F)c(Cl)c4C)C3SC2)s1 (centres undefined)	3	-7	-29	-2	-8	3	-2	-11
O=C(COc1ccc(Br)cc1)N/N=C1\SCC(=O)N1c1ccc(F)cc1	-6	-8	-10	-2	-1	6	6	18
O=S(=O)(NCc1ccccc1)NCc1ccccc1	3	-17	5	-10	-1	-10	-1	8
Cc1ccc2c(CC(=O)NCc3ccc4c(c3)OCO4)coc2c1	-27	1	5	1	-2	-2	-3	6
Cc1ccc(-c2csc3ncn(CC(=O)N4CCOCC4)c(=O)c23)cc1	0	4	13	-1	-7	-8	-1	10
CCCCc1nnc(NC(=O)CSCc2cc(=O)n3ccsc3n2)s1	-7	-1	13	18	-18	4	-2	5
O=C1CN(S(=O)(=O)c2cccc(Cl)c2Cl)c2ccccc2N1	28	5	23	1	-10	-7	0	15
CCOC(=O)Cn1ncc(-c2ccccc2)c1N	-51	6	-3	-10	-2	-6	-2	-19
CC(OC(=O)C12CC3CC(CC(O)(C3)C1)C2)C(N)=O (centres undefined)	-2	-8	-7	-5	8	-10	-1	0
COc1ccccc1NC1=C(N2CCCCC2)C(=O)c2ccccc2C1=O	12	-17	-56	-21	-17	-2	5	-4
Cc1nc(-n2[nH]c3c(c2=O)CCCC3)[nH]c(=O)c1Cc1ccccc1	46	-60	50*	-8	41*	-13	-10	74*
COc1cccc(N2CCN(S(=O)(=O)c3ccc4c(c3)CC(C)N4C(=O)C3CC3)CC2)c1 (centres undefined)	-3	2	3	-2	2	8	-7	19
CC(=O)NCCn1c(SCC(=O)OCc2ccccc2)nc2ccccc2c1=O	-1	11	-7	5	5	-5	-4	1
CC1CC(C)CN(C(=S)Nc2ccc(OC(F)F)cc2)C1 (centres undefined)	8	-1	9	19	0	-4	1	-9
CCOC(=O)Cn1c(=O)oc2cc(S(=O)(=O)Nc3ccc(F)cc3)ccc21	2	0	-75	-12	-1	0	-3	-3
COc1cccc(CN(Cc2ccco2)C(c2ccc(F)cc2)c2nnnn2C(C)(C)C)c1 (centres undefined)	17	-3	2	17	14	9	-2	19
CCOC(=O)c1c(NC(=O)CN2C(=O)NC(C)(c3ccc(Cl)cc3)C2=O)sc(C(=O)NC)c1C (centres undefined)	16	11	7	3	-1	-6	-1	1
O=C(O)CCN1C(=O)C2C3c4ccccc4C(c4ccccc43)[C@@H]2C1=O (some centres undefined)	5	4	7	6	3	4	-3	-3
Clc1ccc(-c2nnc3sc(Cc4cccs4)nn23)cc1	-1	6	5	3	-9	-7	-1	3
S=C(NCCc1ccc(Cl)cc1)NC1CCCC1	-10	-8	4	-3	-1	5	-2	15
COc1ccc(S(=O)(=O)N2CCOCC2)cc1NC(=O)C1CCN(S(=O)(=O)c2ccc(Cl)cc2)CC1	6	/	/	-2	-1	-6	/	4
Cc1sc2nc(CSCC(=O)Nc3ccc(N4CCOCC4)cc3)[nH]c(=O)c2c1C	7	8	8	2	0	-4	-1	3
Cc1ccccc1Cn1nc(C)c(NC(=O)c2cc3n(n2)C(C(F)F)CC(C(F)F)N3)c1C (centres undefined)	-2	-2	-10	7	5	3	-3	11
NC(=O)NCCCC(NC(=O)c1ccc(C#CC2(O)CCCCC2)cc1)C(=O)O (centres undefined)	0	0	-12	3	0	5	0	-2
CC(C)NC(=O)CCCn1c(=S)[nH]c2cc3c(cc2c1=O)OCO3	-2	-21	5	-7	4	-9	1	-16
O=C(Nc1ccnn1C1CCN(CCCC2CCCC2)CC1)c1ccccc1Cl	26	5	4	-11	5	5	4	1
FC(F)(F)c1cnc(NNC(=S)Nc2cccnc2)c(Cl)c1	-8	-8	63*	20	71*	-4	-7	87*
O=C(Nc1cccc2ccccc12)c1ccccc1	-69	10	10	-7	9	-1	-3	-1
CCN(CCO)C(=O)C12CCC(C)(C(=O)C1)C2(C)C (centres undefined)	4	-2	-10	-2	5	-3	-2	-8
CC1=C(C(=O)Nc2ccc(C)cc2C)C(c2ccc(Cl)cc2)n2nc(C(=O)OC(C)C)nc2N1 (centres undefined)	8	1	14	1	9	-6	-2	0
Cc1cccc(NS(=O)(=O)c2cccc(C(=O)N3CCN(c4ccccn4)CC3)c2)c1	11	6	6	-11	-2	-1	-3	0
COc1cc(C2=NOC(C(=O)NCc3ccc(F)cc3)C2)cc(OC)c1OC (centres undefined)	46	-2	12	-7	7	0	2	-3
COc1ccc(/C=C(\NC(=O)c2ccc(C)cc2)C(=O)NCCCn2ccnc2)cc1OC	-4	-1	5	-7	0	-8	2	0
C=CCNC(=S)/N=c1\sccn1C	-5	5	5	-6	3	1	-7	7
O=P(Cc1ccccc1)(c1ccccc1)c1ccccc1	-6	-6	4	2	-1	-11	1	9
Cc1ccc(N/C(CSC(N)=O)=N/S(=O)(=O)c2ccccc2)cc1	-1	-9	7	2	11	-11	2	-4
COC(=O)C(Cc1cnc(Cl)s1)(C(=O)OC)c1ccccc1[N+](=O)[O-]	-1	-14	13	4	4	-5	-3	4
